Compound activity from PubChem.
KCNQ2 inh = KCNQ2 channel blockers in CHO-K1 cells – cell-based, FluxOR thallium flux, B-score, primary screen (AID 2156); actives 1.1% (n = 310,000); O88943; 20 min; hits give low values; B-score at 10 µM;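 active = fluorescence ratio B-score at most minus 3 library SDs, with starting brightness B-score within 2 library SDs, cut at about -5.5 in these data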
Target sequence (O88943 whole entry, looked up): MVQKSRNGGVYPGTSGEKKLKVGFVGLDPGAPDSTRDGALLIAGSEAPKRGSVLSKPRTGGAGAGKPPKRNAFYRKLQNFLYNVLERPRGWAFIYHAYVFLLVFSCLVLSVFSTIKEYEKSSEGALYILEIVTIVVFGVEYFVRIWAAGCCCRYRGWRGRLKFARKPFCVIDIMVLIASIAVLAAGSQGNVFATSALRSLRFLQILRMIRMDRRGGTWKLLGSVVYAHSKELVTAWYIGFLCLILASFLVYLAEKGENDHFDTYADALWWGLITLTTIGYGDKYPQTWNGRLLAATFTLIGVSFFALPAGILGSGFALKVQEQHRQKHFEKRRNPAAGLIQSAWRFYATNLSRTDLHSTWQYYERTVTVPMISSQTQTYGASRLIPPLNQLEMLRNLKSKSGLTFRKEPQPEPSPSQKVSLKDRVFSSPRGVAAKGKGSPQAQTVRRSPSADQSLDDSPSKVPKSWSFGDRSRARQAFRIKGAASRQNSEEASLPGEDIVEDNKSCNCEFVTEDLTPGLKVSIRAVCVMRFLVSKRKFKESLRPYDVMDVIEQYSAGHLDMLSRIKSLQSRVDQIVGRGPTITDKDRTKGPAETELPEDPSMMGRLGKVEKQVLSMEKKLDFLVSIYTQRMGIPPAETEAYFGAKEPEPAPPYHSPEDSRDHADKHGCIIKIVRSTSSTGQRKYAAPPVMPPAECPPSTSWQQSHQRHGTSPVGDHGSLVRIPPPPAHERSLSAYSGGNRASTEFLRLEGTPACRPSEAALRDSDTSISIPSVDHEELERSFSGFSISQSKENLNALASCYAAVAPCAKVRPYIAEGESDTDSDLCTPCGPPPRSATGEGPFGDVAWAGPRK
Kir21 inh = inhibitors of mouse Kir2.1 inward-rectifier potassium channel; P35561; HEK293-Kir2.1, FluxOR thallium flux fluorescence; hits give low values; B-score at 10 µM; actives 0.85% (n = 310,000); AID 1672;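 active = fluorescence ratio B-score at or below minus 3 SD of library scores, with starting-brightness B-score within 2 SD, cut at about -4.2 in these data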;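 note: channel flux triggered by added potassium and thallium sulfate stimulus; B-score of peak minus minimum fluorescence over baseline after thallium stimulus; more negative B-score means stronger Kir2.1 block with less thallium influx; some compounds called inactive have numbers as strong as hits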
* hit, by the source's call; i = inactive. Rows are unselected. About 1.8% of those tested had a hit in this group.

SMILES	KCNQ2 inh	Kir21 inh
CC(=O)Nc1ccc(NC(=O)C(F)(F)F)cc1	i	-4.5
Clc1ccc(OCc2cnc(Cl)s2)cc1	i	0.67
COc1ccc(OC)c(-c2csc(N(Cc3ccco3)C(=O)c3ccco3)n2)c1	i	-0.21
O=C(CCCn1c(=O)[nH]c2ccsc2c1=O)N1CCN(c2ccccn2)CC1	i	-0.28
COc1ccccc1C(=O)N/N=C(\C)CC(=O)Nc1ccccn1	i	-1
COc1ccc(NC(=O)Nc2cc(C(=O)O)ccc2N2CC3CC(C2)c2cccc(=O)n2C3)c(OC)c1 (stereo not drawn)	i	-0.62
CC(=O)c1ccc(C(=O)N2CCCC(N3CCN(c4ccc(F)cc4)CC3)C2)s1 (stereo not drawn)	i	1.4
COc1ccc(-c2cc(C(=O)N3CCN(S(=O)(=O)c4ccccc4)CC3)[nH]n2)cc1	i	-2
COC(=O)[C@H](C)NC(=O)Nc1cccc(C)c1	i	0.66
Cn1c(=O)c2c(ncn2Cc2nnc(N)s2)n(C)c1=O	i	0.77
COc1ccc([N+](=O)[O-])cc1NC(=O)c1ccc(N2C(=O)CCC2=O)cc1	i	2.9
O=C(Cc1ccc(Cl)cc1)N/N=C/c1cccs1	i	0.55
COc1ccccc1NC(=O)NCCCN1CCN(c2cccc(Cl)c2)CC1	i	0.49
COc1cc(C(=S)N2CCOCC2)ccc1OS(=O)(=O)c1ccccc1[N+](=O)[O-]	i	1.2
O=C(CCNS(=O)(=O)c1ccc2[nH]c(=O)oc2c1)Nc1cccc(Br)c1	i	-1.1
CC(NC(=S)Nc1ccccc1OC(F)F)C(C)(C)C (stereo not drawn)	i	-0.75
Cc1[nH]c2ccccc2c1C1=CN2CCS(=O)(=O)N=C2S1	i	1.8
O=C(Nc1ccccn1)NC(C(F)(F)F)C(F)(F)F	i	0.24
CC1=C(C(=O)Nc2ccc(CC(=O)NCc3ccc(OC(C)C)cc3)cc2)SCCO1	i	0.95
O=C(Nc1cccc2cccnc12)c1ccc(Br)o1	i	1.6
CN(C)c1cc(N)c2ccccc2n1 (tested in a mixture with another compound)	i	3
S=C1N(c2ccccc2)CN(C2CCCCC2)CN1c1ccccc1	i	-0.76
COc1ccc(C)cc1S(=O)(=O)N1CCC2(CC1)OCCN2S(=O)(=O)c1cccs1	i	-0.8
COc1cccc(/C=N/NC(=O)c2ccc(CN3c4cccc5cccc(c45)S3(=O)=O)cc2)c1	i	1.2
O=C(N/N=C/c1cc(Br)c(O)c(Br)c1)c1cc2c(ccc3ccccc32)o1	-11*	-3

(more compounds)
SMILES	KCNQ2 inh	Kir21 inh
N#C/C(=C(/O)CCl)c1nnc2n1CCCCC2	i	0.03
Cc1ccc(-c2csc(/C(C#N)=C/Nc3ccc4c(c3)OCCO4)n2)cc1	i	1
COCCN(C(=O)c1ccccc1)c1nnc(-c2cccnc2)s1	i	-2.8
COCCNC(=O)c1ccc(CS(=O)(=O)c2ccccc2OC)o1	i	1.2
CCOc1ccc(S(=O)(=O)N(CC)CC(=O)NCc2ccncc2)cc1C	i	-0.39
CCOC(=O)c1ccc(NC(=S)Nc2ccc(Cl)cn2)cc1	i	0.52
COc1cc(Cl)ccc1OCc1cc(C(=O)NC(C)Cc2cnccn2)no1 (stereo not drawn)	i	-0.1
COc1ccc(-c2cc(C(F)(F)F)nc(-n3ccnc3C)n2)cc1	i	-1.5
CCOc1c(O)ccc(/C=C2\SC(=S)NC2=O)c1[N+](=O)[O-]	i	1.1
Fc1ccc(-c2cc(C(F)(F)F)nc(-n3cccn3)n2)cc1	i	0.31
COc1ccc(CCN2C(=O)CC(N3CCN(c4ccccn4)CC3)C2=O)cc1OC (stereo not drawn)	i	0.5
CC(C)c1nc2c(c(=O)c3ccccc3n2C)c(=O)n1-c1ccc(F)cc1	i	-1
COc1ccc(CSc2nc(C)[nH]c2[N+](=O)[O-])cc1[N+](=O)[O-]	i	2.5
CSc1ccccc1C(=O)C1CCCN(Cc2c(C)n(C)n(-c3ccccc3)c2=O)C1 (stereo not drawn)	i	-1.1
CCN1CCN(C(=O)c2ccc3c(c2)S(=O)(=O)c2ccccc2C3=O)CC1	i	-0.19
CCc1n(CC(O)COC2CCCCC2)c2ccccc2[n+]1C (stereo not drawn)	i	-0.13
CCC(=O)N1CCCc2cc(S(=O)(=O)N3CCN(c4ccccn4)CC3)ccc21	i	-1.9
COc1ccc(C2=NN(C(=O)CCCC(=O)O)C(c3cn(-c4ccccc4)nc3-c3ccccc3)C2)cc1 (stereo not drawn)	i	0.12
CCCCCCc1c(O)nc(SCC(=O)O)[nH]c1=O	i	0.35
CCOc1ccc(NC(=S)NC(=O)/C=C/c2ccc(OC)cc2)c([N+](=O)[O-])c1	i	0.04
CCOC(=O)N1CCN(C(=O)CCN2C(=O)/C(=C\c3cccc(OC)c3)SC2=S)CC1	i	-0.4
CC(=O)COc1ccc2c(-c3ccccc3)cc(=O)oc2c1	i	0.89
O=C(c1ccc(F)cc1)N1CCC(N2CCCCCC2)CC1	i	-0.92
O=C(COc1ccccc1F)Nc1ccc2c(c1)OCCO2	i	-0.26
OC(COc1ccc(OCC(O)CN2CCN(Cc3ccccc3)CC2)cc1)CN1CCN(Cc2ccccc2)CC1 (stereo not drawn)	i	-3.5

Next part:
SMILES	KCNQ2 inh	Kir21 inh
COc1cccc(CNCC(O)COc2ccc(C(=O)c3ccccc3)cc2)c1 (stereo not drawn)	i	-5.4*
CCN(CC)C(=O)CSc1nnc(COc2ccccc2)n1CC	i	-0.27
COc1cccc(/C(O)=C/c2nc3ccc(C(=O)NCCc4ccc(Cl)cc4)cc3[nH]c2=O)c1	i	-1.1
CC1Oc2ccccc2N(CC(=O)NCc2ccc3c(c2)OCO3)C1=O (stereo not drawn)	i	-0.99
COc1ccc(CCNC(=O)c2cccc(NC3=NC4CS(=O)(=O)CC4S3)c2)c(OC)c1 (stereo not drawn)	i	-0.86
CC(=O)Nc1nc(C)c(S(N)(=O)=O)s1	i	0
O=C(NCc1cccnc1)c1ccc(Cl)c(S(=O)(=O)N2CCOCC2)c1	i	2.4
Cc1ccsc1C(=O)Nc1cc(C(C)(C)C)nn1-c1ccccc1	i	-0.17
COc1ccc(-c2[nH]ncc2CN(C)Cc2cc(C)[nH]n2)c(F)c1	i	1
COc1ccc2c(c1)OC13CCN(C)CC1C2C(C(=O)c1ccc(F)cc1)C(=O)N3 (stereo not drawn)	i	0.76
COc1ccc(-c2csc(NC(C)c3nc4cc(C(F)(F)F)ccc4n3CCOCCO)n2)cc1 (stereo not drawn)	i	-0.14
CC1CCCCN1CC(O)COCc1ccc(Cl)cc1 (stereo not drawn)	i	-0.13
COc1ccc(Br)cc1S(=O)(=O)NCc1ccccn1	i	-0.13
COc1cc(NC(=O)c2ccc(F)cc2)c(OC)cc1NC(=O)CN1CCOCC1	i	0
COC(=O)c1c(NC(=O)Cc2ccccc2)sc2c1C(C(=O)OC)CC2 (stereo not drawn)	i	-1.5
O=[N+]([O-])c1ccc(Sc2nccn2Cc2ccccc2)cc1	i	-5*
CCc1cccc(NC(=O)C2CCCN2C(=O)Nc2ccc(C)cc2)c1 (stereo not drawn)	i	1.4
CCS(=O)(=O)n1nc(-c2ccccc2)nc1SCc1ccccc1	i	0.6
CC(=O)N1CC(C)Oc2ccc(S(=O)(=O)NC(CC(=O)O)c3ccc(C)cc3C)cc21 (stereo not drawn)	i	-0.25
Cc1ccc(NC(=S)N2CCCC(CO)C2)c(C)c1 (stereo not drawn)	i	0.61
O=C(NCc1ccccc1Cl)c1cccc(C(F)(F)F)c1	i	-0.87
O=c1c2ccccc2[nH]c(=S)n1CCN1CCN(Cc2ccccc2)CC1	i	-0.11
C=CCNC(=O)/C(C#N)=C\c1cc(Cl)c(O)c(OCC)c1	i	0.13
CCOc1ccc(C(=O)NCC(=O)N2CCCCCCC2)cc1OCC	i	0.49
CCn1c(CC(=O)Nc2ccccc2F)nnc1SCC(=O)N1CCN(c2ccccc2)CC1	i	-0.61

Structures listed so far that contain a COOH group:
SMILES	KCNQ2 inh	Kir21 inh
COc1ccc(NC(=O)Nc2cc(C(=O)O)ccc2N2CC3CC(C2)c2cccc(=O)n2C3)c(OC)c1 (stereo not drawn)	i	-0.62
COc1ccc(C2=NN(C(=O)CCCC(=O)O)C(c3cn(-c4ccccc4)nc3-c3ccccc3)C2)cc1 (stereo not drawn)	i	0.12
CCCCCCc1c(O)nc(SCC(=O)O)[nH]c1=O	i	0.35
CC(=O)N1CC(C)Oc2ccc(S(=O)(=O)NC(CC(=O)O)c3ccc(C)cc3C)cc21 (stereo not drawn)	i	-0.25

(next part)
SMILES	KCNQ2 inh	Kir21 inh
CCOC(=O)CN1CC23C=CC(O2)C(C(=O)NC2CCCCCC2)C3C1=O (stereo not drawn)	i	-0.02
COc1ccc(-c2cc(C(=O)N(C)Cc3ccc(F)cc3)c3ccccc3n2)cc1OC	-7.5*	-0.57
CCOc1ccc(N(CC(=O)NC(C)(C)C)C(=O)c2ccco2)cc1	i	-1.8
CCOC(=O)C1CCCN(c2oc(-c3ccc(F)cc3)nc2C#N)C1 (stereo not drawn)	i	0.59
CN(C)C(CNC(=O)CNC(=O)c1ccc2ccccc2c1)c1ccccc1 (stereo not drawn)	i	-0.04
CCOC(=O)C(=CNc1ccc2c(c1)c1ccccc1n2CC)C(=O)OCC	i	0.6
Nc1nnnn1/N=C/c1cc([N+](=O)[O-])ccc1O	i	0.55
COC(=O)C(C)(C)NC(=O)c1cccs1	i	2.8
COc1ccc(NC(=O)Cc2c(Cl)cccc2Cl)cn1	i	1.8
Cc1ccc(/C=N/N2CCN(Cc3ccc(C)cc3)CC2)cc1	i	1.3
CCn1c(CNC(=O)c2ccco2)nnc1SCC(=O)Nc1ccc(Br)cc1F	i	-0.37
CCOC(=O)c1ccc(NC=C2C(=O)OC3(CCCCC3)OC2=O)cc1	i	-0.25
CC(=O)c1ccc(N2CCN(C(=S)Nc3cccc(F)c3)CC2)cc1	i	0.03
Cc1cc(/C=C2/NC(=O)NC2=O)c(C)n1C	i	-0.35
Cc1ccc(CCNc2ccccc2)c[n+]1[O-]	i	-0.51
CCOc1cccc(-c2nnc3n2N=C(c2cc(OC)ccc2OC)CS3)c1	i	-0.01
Cc1nnc(N(Cc2ccco2)C(=O)c2ccc(C#N)cc2)s1	i	0.06
O=C(c1cnn2c1NC(c1ccc(Br)cc1)CC2C(F)(F)F)N1CCN2CCCC2C1 (stereo not drawn)	i	2.6
O=C(Nc1cccnc1)C1OCCc2ccccc21 (stereo not drawn)	i	-0.75
O=C(CONS(=O)(=O)c1ccc(Cl)cc1)NCCNc1ncc(C(F)(F)F)cc1Cl	i	-1.2
O=C(NN=C1CCCCCC1)c1ccc(Cl)s1	i	-0.02
O=C(Nc1ccc2c(c1)C(=O)OC2)Nc1cccc2ccccc12	i	-2.3
O=C(O)CSc1c2c(nc3cc(C(=O)N4CCOCC4)ccc13)CCCC2	i	2.5
N#Cc1c(N(CCO)CCO)nc(N)c2c(N)nc3c(c12)CC(=O)N3CC1CCCO1 (stereo not drawn)	i	-0.41
O=C(CSCC(=O)c1ccccc1)Nc1ccccc1Cl	i	-2.3

Continued:
SMILES	KCNQ2 inh	Kir21 inh
Cc1nn(-c2ccc(Cl)cc2)c(NC(=O)C(C)C)c(-c2ccccc2)c1=O	i	0.38
COc1cc(N2C(=O)CSC23C(=O)Nc2ccccc23)cc(OC)c1OC (stereo not drawn)	i	1.7
Cc1cccc(Cn2nc(C)c(NC(=O)c3ccc(F)cc3)c2C)c1	i	1.1
COc1ccc(-c2cc3nc(-c4ccccc4)cc(N4CCC5(CC4)OCCO5)n3n2)cc1	-6.5*	0.11
CCOC(=O)c1[nH]c(C)c(C(=O)OCc2ccc(C)cc2)c1C	i	2
Cc1cccc(NC(=O)c2sc3nc4c(c(-c5ccco5)c3c2N)CCC4)c1	i	0.86
COc1ccc(-n2c(SC)nc(O)c(Cc3ccccc3)c2=O)cc1	i	-0.28
COc1ccc(N2C(=NC(=O)C3CCCCC3)SC3CS(=O)(=O)CC32)cc1OC (stereo not drawn)	i	-0.39
CCC(C(=O)NC1CCCC1)N(Cc1ccc2c(c1)OCO2)C(=O)c1snc(C(N)=O)c1N (stereo not drawn)	i	-0.34
CCOC(=O)/C=C/C(=O)OCC(=O)Nc1ccc(Cl)cc1Cl	i	2.2
Cc1cccc(/C=N/NC(=O)NC23CC4CC(CC(C4)C2)C3)n1	i	0.11
O=C(NCc1ccco1)c1cccn2c(=O)c3c4c(sc3nc12)CCCC4	i	-0.18
Cc1occc1-c1nnc(SCC(=O)N2CCOCC2)o1	i	1.1
O=C1c2ccccc2C(=O)N1CCCCSc1nnc2c(Cl)cc(Cl)cn12	i	-2
CN(C)NC(=O)C12CCC(C)(C(=O)O1)C2(C)C (stereo not drawn)	i	1.1
O=[N+]([O-])c1cccc(-c2ccc(C(=S)N3CCN(c4ccc(F)cc4)CC3)o2)c1	i	-0.03

Structures shown so far with two or more sulfur atoms:
SMILES	KCNQ2 inh	Kir21 inh
COc1cc(C(=S)N2CCOCC2)ccc1OS(=O)(=O)c1ccccc1[N+](=O)[O-]	i	1.2
Cc1[nH]c2ccccc2c1C1=CN2CCS(=O)(=O)N=C2S1	i	1.8
COc1ccc(C)cc1S(=O)(=O)N1CCC2(CC1)OCCN2S(=O)(=O)c1cccs1	i	-0.8
CCOc1c(O)ccc(/C=C2\SC(=S)NC2=O)c1[N+](=O)[O-]	i	1.1
CCOC(=O)N1CCN(C(=O)CCN2C(=O)/C(=C\c3cccc(OC)c3)SC2=S)CC1	i	-0.4
COc1ccc(CCNC(=O)c2cccc(NC3=NC4CS(=O)(=O)CC4S3)c2)c(OC)c1 (stereo not drawn)	i	-0.86
CC(=O)Nc1nc(C)c(S(N)(=O)=O)s1	i	0
CCS(=O)(=O)n1nc(-c2ccccc2)nc1SCc1ccccc1	i	0.6
COc1ccc(N2C(=NC(=O)C3CCCCC3)SC3CS(=O)(=O)CC32)cc1OC (stereo not drawn)	i	-0.39
